Bioassay records from PubChem.
NPR2 activator – GC-B (human) receptor activation. HEK293-GC-B cells, CNP EC30, cGMP TR-FRET; 0% at EC30 CNP, 100% saturating CNP. activation, % at 10 µM. 370,000 tested, 0.11% active;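 active means activation at 10 µM reaching about 35% in either raw or pattern-adjusted values, limit read from the data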
DAX1 inh-1 – inhibits human nuclear receptor DAX1; HEK293 Gal4-DAX1 luciferase reporter, luminescence; inhibition, % at 6.75 µM; AID 504766; P51843; 340,000 tested, 0.99% active;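 active means inhibition above the mean over all tested compounds plus 3 SD, cut at about 4.2% in these data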;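 further: 0% = DAX1-transfected cells with DMSO and 100% = empty-vector control cells with DMSO; inhibition shows as a rise in luminescence from relieved DAX1 repression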
hgDAF12 agonist – activates the H. glycines DAF-12 receptor ligand-binding domain; activation, % at 6.8 µM; HEK293 GAL4-hgDAF12 UAS-luciferase reporter, agonist luminescence; normalized to butyrate control; AID 687014; 370,000 tested, 1.8% active;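 active means activation above a cutoff set at the mean of all screened compounds plus 3 SD, cut at about 10% in these data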;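 further: 0% = DMSO wells and 100% = sodium butyrate wells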
SMARCA2 act – activators of SMARCA2 function. 370,000 tested, 1% active. MG213 cells, MMTV-luciferase reporter, dexamethasone, overnight. activation, % at 9.1 µM. AID 652017; in the data active means activation above about 7.8%;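 further: 0% = vehicle wells and 100% = reference activator wells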
hcDAF-12 act – activators of H. contortus DAF-12 nuclear receptor; 370,000 tested, 1.4% active; AID 652067; HEK293 hcDAF-12 lit1-tk-luc reporter, luminescence; 0% DMSO, 100% Δ7-dafachronic acid; activation, % at 6.8 µM;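 active means activation above the mean of all tested compounds plus 3 SD, cut at about 5.5% in these data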;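 further: 100% = response to 3 µM Δ7-dafachronic acid high control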
DAX1 inh-2 – DAX1 (NR0B1) inhibition, primary screen. HEK293T StAR-luciferase reporter, SF-1/DAX-1 repression relief. inhibition, % at 6.8 µM. 370,000 tested, 1.1% active. AID 652010;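 active means inhibition above the mean over all tested compounds plus 3 SD, cut at about 3.6% in these data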;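 further: 0% = DAX-1 cells with DMSO and 100% = cells lacking DAX-1 with DMSO; higher inhibition means more luminescence from relief of DAX-1 repression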
FXN GAA850 act – activators of GAA850 frataxin (FXN) promoter; HEK293 lucGAA850 FXN promoter luciferase reporter, 24 h; percent of 10 µM SAHA response; activation, % at 6 µM; 360,000 tested, 0.56% active;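 active means activation above the average of all compounds screened plus 3 SD, cutoff fixed separately per campaign, cut at about 7.5% in these data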;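 further: 0% = DMSO wells and 100% = 10 µM SAHA wells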
proKLK7 act – activates the human kallikrein-7 zymogen; P49862; purified proKLK7, EDANS-DABCYL substrate fluorescence; 100% is mature enzyme control, 0% vehicle; activation, % at 7 µM; 370,000 tested, 0.9% active; AID 652039;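 active means activation above the mean of all tested compounds plus 3 SD, computed per campaign excluding outliers beyond control limits, cut at about 13% in these data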
sPLA2-III inh – Inhibits HGIII-sPLA2 liposome hydrolysis, primary screen. Q9NZ20. QFRET BODIPY PC-A2 liposome hydrolysis, fluorescence. inhibition, % at 12.2 µM. 370,000 tested, 0.56% active. AID 743126;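 active means inhibition above mean plus 3 SD of compounds lying within the high and low control bounds, cut at about 19% in these data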;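 further: 0% = median of test compound wells and 100% = no enzyme DMSO wells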
GC-A act – GC-A (human) enzyme activation. P16066. HEK293 GC-A cells, cGMP TR-FRET, EC30 ANP; 0% at EC30 ANP, 100% saturating ANP. activation, % at 10 µM. 370,000 tested, 0.14% active; in the data active means activation above about 40%
Target sequence (P16066 whole entry, looked up): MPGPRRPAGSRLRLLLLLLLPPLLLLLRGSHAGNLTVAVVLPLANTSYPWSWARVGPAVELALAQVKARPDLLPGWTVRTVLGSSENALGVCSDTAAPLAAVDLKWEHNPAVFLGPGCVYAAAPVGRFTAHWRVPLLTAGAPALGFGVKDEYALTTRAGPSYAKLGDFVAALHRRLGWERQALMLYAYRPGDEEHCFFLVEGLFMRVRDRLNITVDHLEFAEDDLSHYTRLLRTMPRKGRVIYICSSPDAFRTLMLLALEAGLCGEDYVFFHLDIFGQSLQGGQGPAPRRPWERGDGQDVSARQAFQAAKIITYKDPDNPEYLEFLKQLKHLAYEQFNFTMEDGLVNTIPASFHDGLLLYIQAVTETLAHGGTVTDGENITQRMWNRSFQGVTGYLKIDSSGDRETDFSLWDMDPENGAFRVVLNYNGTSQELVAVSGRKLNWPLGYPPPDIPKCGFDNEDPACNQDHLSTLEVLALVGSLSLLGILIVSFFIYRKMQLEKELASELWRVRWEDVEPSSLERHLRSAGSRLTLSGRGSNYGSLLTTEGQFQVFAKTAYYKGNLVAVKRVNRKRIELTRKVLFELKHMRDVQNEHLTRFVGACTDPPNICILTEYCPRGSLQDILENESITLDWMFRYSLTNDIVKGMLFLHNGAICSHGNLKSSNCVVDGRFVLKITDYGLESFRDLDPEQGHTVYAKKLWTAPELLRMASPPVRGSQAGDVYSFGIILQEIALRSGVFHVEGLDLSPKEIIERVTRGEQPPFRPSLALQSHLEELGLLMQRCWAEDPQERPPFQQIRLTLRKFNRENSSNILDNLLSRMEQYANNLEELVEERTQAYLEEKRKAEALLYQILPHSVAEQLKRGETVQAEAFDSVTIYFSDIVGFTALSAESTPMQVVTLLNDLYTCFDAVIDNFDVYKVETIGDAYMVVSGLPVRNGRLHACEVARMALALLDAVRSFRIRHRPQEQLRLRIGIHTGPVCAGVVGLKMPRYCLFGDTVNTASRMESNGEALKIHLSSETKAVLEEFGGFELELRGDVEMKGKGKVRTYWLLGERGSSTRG
ssDAF12 agonist – S. stercoralis DAF-12 activation, primary screen; HEK293 ssDAF-12/GRIP1 lit1-tk-luc reporter, luminescence; % of 3 µM dafachronic acid response; activation, % at 6.8 µM; 370,000 tested, 1% active;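 active means activation above the mean over all tested compounds plus 3 SD, cut at about 0.9% in these data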;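 further: 0% = DMSO-only wells and 100% = 3 µM delta7-dafachronic acid wells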
Numbers without * were called inactive. An unsorted share of the library. About 6.7% of those tested had a hit in this group.

Results for O=C(CNC(=O)c1sc2ccccc2c1Cl)NCc1cccnc1 ?
NPR2 activator: 1; DAX1 inh-1: -1.1; hgDAF12 agonist: -3.2; SMARCA2 act: 2; hcDAF-12 act: -2.1; DAX1 inh-2: -1.6; FXN GAA850 act: -0.6; proKLK7 act: -0.7; sPLA2-III inh: -1; GC-A act: -1; ssDAF12 agonist: -1.6

What do the screens show for `CCCN1CCN(CCCNC(=O)C2CCN(c3nnc(-n4c(C)ccc4C)s3)CC2)CC1`?
NPR2 activator: -8; DAX1 inh-1: 0.4; hgDAF12 agonist: 3.6; SMARCA2 act: 1; hcDAF-12 act: -0.9; DAX1 inh-2: 0.5; FXN GAA850 act: 1.8; proKLK7 act: 0.7; sPLA2-III inh: -6; GC-A act: 1; ssDAF12 agonist: -0.7

Results for CC(C)CN1C(=O)C(=O)N(CC(=O)NCc2ccc3c(c2)OCO3)C1=O ?
NPR2 activator: 5; DAX1 inh-1: 0.9; hgDAF12 agonist: 1.9; SMARCA2 act: 0; hcDAF-12 act: -0.4; DAX1 inh-2: -0.2; FXN GAA850 act: -0.3; proKLK7 act: 0.1; sPLA2-III inh: 2; GC-A act: 0; ssDAF12 agonist: -0.8

What do the screens show for `O=C1c2ccccc2S(=O)(=O)N1Cc1c(F)cccc1Cl`?
NPR2 activator: -3; DAX1 inh-1: -0.4; hgDAF12 agonist: 1.8; SMARCA2 act: -2; hcDAF-12 act: 0.0; DAX1 inh-2: 0.0; FXN GAA850 act: 1.8; proKLK7 act: 0.1; sPLA2-III inh: -6; GC-A act: -2; ssDAF12 agonist: -1.0

How did CCn1c(=O)c(C(=O)CN2CCN(S(=O)(=O)c3cc(C)ccc3C)CC2)c(N)n(Cc2ccccc2)c1=O do in these assays?
NPR2 activator: -5; DAX1 inh-1: -0.4; hgDAF12 agonist: 0.3; SMARCA2 act: -2; hcDAF-12 act: 0.1; DAX1 inh-2: 0.4; FXN GAA850 act: -0.3; proKLK7 act: -0.4; sPLA2-III inh: 0; GC-A act: 4; ssDAF12 agonist: -1.5

Results for CC1CCc2c(nc3ncnn3c2N2CCN(c3ccccc3)CC2)C1 (stereo unspecified) ?
NPR2 activator: -2; DAX1 inh-1: -0.4; hgDAF12 agonist: -0.4; SMARCA2 act: -3; hcDAF-12 act: -1.9; DAX1 inh-2: -0.9; FXN GAA850 act: -1.2; proKLK7 act: 0.3; sPLA2-III inh: -3; GC-A act: -3; ssDAF12 agonist: -1.0

What do the screens show for `CC(=O)C1=C(C)N=c2s/c(=C/c3ccc4c(c3)OCO4)c(=O)n2C1c1ccc(N(C)C)cc1` (stereo unspecified)?
NPR2 activator: -5; DAX1 inh-1: 0.3; hgDAF12 agonist: -1.1; SMARCA2 act: 0; hcDAF-12 act: 0.3; DAX1 inh-2: -0.7; FXN GAA850 act: 1.0; proKLK7 act: 0.0; sPLA2-III inh: -1; GC-A act: 1; ssDAF12 agonist: -1.0

What do the screens show for `COC(=O)C1=C(COc2ccccc2)NC(=O)NC1c1ccc(Cl)cc1` (stereo unspecified)?
NPR2 activator: -6; hgDAF12 agonist: -1.3; SMARCA2 act: -1; hcDAF-12 act: -2.0; DAX1 inh-2: -0.7; proKLK7 act: 0.6; sPLA2-III inh: -1; GC-A act: -6; ssDAF12 agonist: -1.2

What do the screens show for `CCCn1cc(S(=O)(=O)c2ccccc2)c(=O)c2cc(F)c(N3CCN(C)CC3)cc21`?
NPR2 activator: 3; DAX1 inh-1: 0.0; hgDAF12 agonist: -1.1; SMARCA2 act: 1; hcDAF-12 act: -0.8; DAX1 inh-2: 0.2; FXN GAA850 act: -0.8; proKLK7 act: 4.4; sPLA2-III inh: -5; GC-A act: 2; ssDAF12 agonist: -0.5

What do the screens show for `O=C(N/C(=C\c1ccc2c(c1)OCO2)C(=O)N1CCOCC1)c1cccs1`?
NPR2 activator: 6; DAX1 inh-1: -0.9; hgDAF12 agonist: -1.3; SMARCA2 act: 0; hcDAF-12 act: -0.9; DAX1 inh-2: 1.1; FXN GAA850 act: -0.1; proKLK7 act: 0.3; sPLA2-III inh: 0; GC-A act: 0; ssDAF12 agonist: -0.8

What do the screens show for `COc1ccc2[nH]c(C)c(CCN(Cc3cccs3)C(=S)Nc3ccccc3)c2c1`?
NPR2 activator: 2; DAX1 inh-1: -0.1; hgDAF12 agonist: 1.2; SMARCA2 act: 1; hcDAF-12 act: 1.2; DAX1 inh-2: -0.7; FXN GAA850 act: -1.6; proKLK7 act: -0.3; sPLA2-III inh: -5; GC-A act: -2; ssDAF12 agonist: -0.8

What do the screens show for `CC(NC(=O)Cn1cccc1C(=O)c1ccccc1)c1ccccc1` (stereo unspecified)?
NPR2 activator: -2; DAX1 inh-1: 0.7; hgDAF12 agonist: 1.6; SMARCA2 act: -1; hcDAF-12 act: -1.7; DAX1 inh-2: -0.1; FXN GAA850 act: 0.7; proKLK7 act: 0.1; sPLA2-III inh: -4; GC-A act: 1; ssDAF12 agonist: -1.1

Results for CCCCn1c(N)c(N(CCOC)C(=O)C2CC(=O)N(c3cccc(SC)c3)C2)c(=O)[nH]c1=O (stereo unspecified) ?
NPR2 activator: 0; DAX1 inh-1: 1.1; hgDAF12 agonist: -0.1; SMARCA2 act: 1; hcDAF-12 act: 0.0; DAX1 inh-2: -1.2; FXN GAA850 act: -0.4; proKLK7 act: 0.6; sPLA2-III inh: 10; GC-A act: 2; ssDAF12 agonist: -0.9

What do the screens show for `C[C@H](CO)N1C[C@H](C)[C@@H](CN(C)S(=O)(=O)c2cccs2)Oc2c(NC(=O)Nc3ccccc3)cccc2C1=O`?
NPR2 activator: 8; DAX1 inh-1: 0.4; hgDAF12 agonist: 2.4; SMARCA2 act: -1; hcDAF-12 act: -1.5; DAX1 inh-2: 0.1; FXN GAA850 act: -3.5; proKLK7 act: 0.3; sPLA2-III inh: -16; GC-A act: -1; ssDAF12 agonist: -1.3

What do the screens show for `CC(C)CNC(=O)COc1ncnc2ccccc12`?
NPR2 activator: 6; DAX1 inh-1: 1.1; hgDAF12 agonist: -1.1; SMARCA2 act: -1; hcDAF-12 act: -0.3; DAX1 inh-2: -0.3; FXN GAA850 act: -2.3; proKLK7 act: -0.2; sPLA2-III inh: -2; GC-A act: -2; ssDAF12 agonist: -0.4

How did COc1ccc(CNC(=O)c2cccc(NC3=NC4CS(=O)(=O)CC4S3)c2)cc1 (stereo unspecified) do in these assays?
NPR2 activator: 1; DAX1 inh-1: -0.3; hgDAF12 agonist: -2.6; SMARCA2 act: -4; hcDAF-12 act: -2.8; DAX1 inh-2: -0.8; FXN GAA850 act: -0.2; proKLK7 act: -0.1; sPLA2-III inh: 10; GC-A act: -4; ssDAF12 agonist: -1.3

Results for CC1(C)CC(=O)C2=C(C1)OC(N)=C(C#N)C2c1ccc2c(c1)OCO2 (stereo unspecified) ?
NPR2 activator: -5; DAX1 inh-1: 1.1; hgDAF12 agonist: 1.1; SMARCA2 act: -5; hcDAF-12 act: -0.5; DAX1 inh-2: -0.2; FXN GAA850 act: 1.7; proKLK7 act: -0.1; sPLA2-III inh: 9; GC-A act: -1; ssDAF12 agonist: -1.2

What do the screens show for `CC(OC(=O)c1cc(=O)[nH]c2ccccc12)c1ccccc1` (stereo unspecified)?
NPR2 activator: -1; DAX1 inh-1: -1.0; hgDAF12 agonist: 1.9; SMARCA2 act: 7; hcDAF-12 act: 2.1; DAX1 inh-2: -0.2; FXN GAA850 act: 2.8; proKLK7 act: -0.4; sPLA2-III inh: -16; GC-A act: -2; ssDAF12 agonist: -1.1

How did CC1CC(C)CN(C(=O)c2ccccc2Nc2ccc(SC(F)F)cc2)C1 (stereo unspecified) do in these assays?
NPR2 activator: -4; DAX1 inh-1: -0.4; hgDAF12 agonist: -2.1; SMARCA2 act: -3; hcDAF-12 act: -1.5; DAX1 inh-2: -0.3; FXN GAA850 act: -1.8; proKLK7 act: 0.8; sPLA2-III inh: 12; GC-A act: -3; ssDAF12 agonist: -1.4

Results for Cc1ccccc1C(=O)Nc1ccc(C(=O)N/N=C/c2ccc(F)cc2)cc1 ?
NPR2 activator: 0; DAX1 inh-1: -0.6; hgDAF12 agonist: -2.9; SMARCA2 act: -1; hcDAF-12 act: -0.4; DAX1 inh-2: -0.2; FXN GAA850 act: 0.4; proKLK7 act: 0.0; sPLA2-III inh: 3; GC-A act: -2; ssDAF12 agonist: -0.7

What do the screens show for `O=C(c1ccccc1OC(F)F)N1CCN(S(=O)(=O)c2ccc3c(c2)OCCCO3)CC1`?
NPR2 activator: -2; DAX1 inh-1: 1.1; hgDAF12 agonist: -1.1; SMARCA2 act: -1; hcDAF-12 act: -1.6; DAX1 inh-2: 0.5; FXN GAA850 act: 0.2; proKLK7 act: 0.1; sPLA2-III inh: -5; GC-A act: 1; ssDAF12 agonist: -1.6

What do the screens show for `O=S(=O)(c1ccccc1C(F)(F)F)N1CCN(c2ncnc3sccc23)CC1`?
NPR2 activator: -2; DAX1 inh-1: -1.0; hgDAF12 agonist: -4.2; SMARCA2 act: -5; hcDAF-12 act: -2.8; DAX1 inh-2: -4.1; FXN GAA850 act: 3.4; proKLK7 act: 0.0; sPLA2-III inh: -6; GC-A act: -2; ssDAF12 agonist: -2.1

How did Cn1cc(/C=N/NC(=O)c2ccc(C#N)cc2F)c2ccccc21 do in these assays?
NPR2 activator: -2; DAX1 inh-1: 0.1; hgDAF12 agonist: -3.2; SMARCA2 act: 0; hcDAF-12 act: -1.4; DAX1 inh-2: -0.3; FXN GAA850 act: 0.9; proKLK7 act: 0.0; sPLA2-III inh: -1; GC-A act: 1; ssDAF12 agonist: -1.9

What do the screens show for `CCOC(=O)c1c(N)sc(C(=O)N(CC)CC)c1C`?
NPR2 activator: 0; DAX1 inh-1: -0.5; hgDAF12 agonist: -2.9; SMARCA2 act: 1; hcDAF-12 act: -1.1; DAX1 inh-2: 0.1; FXN GAA850 act: 0.3; proKLK7 act: -0.1; sPLA2-III inh: -1; GC-A act: 4; ssDAF12 agonist: -1.6

What do the screens show for `Cc1ccc(C2CC(c3ccccc3)n3ncnc3N2)cc1` (stereo unspecified)?
NPR2 activator: -4; DAX1 inh-1: 3.3; hgDAF12 agonist: 3.0; SMARCA2 act: -3; hcDAF-12 act: -2.0; DAX1 inh-2: -0.7; FXN GAA850 act: -0.7; proKLK7 act: -0.8; sPLA2-III inh: -5; GC-A act: 3; ssDAF12 agonist: -1.6
